Source: PubChem
TDP43 rescue = TDP-43 toxicity inhibition in yeast; TDP-43 expressing yeast growth rescue, BacTiter-Glo, 24 h; Potency, µM (titrated, usually from 46.1 µM), for inactives: at the top dose growth rescue (activation), hits mostly activators; 410,000 compounds, 1.8% hits; AID 652104; also: potency is read from the fitted curve at half-maximal effect; % of control where 0% means no effect; nearly all actives have a fitted effect of over 50% in size
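Readout is BacTiter-Glo luminescence of cell growth, so inhibitors register as activators. TDP-43-expressing yeast at OD600=0.02 in galactose medium, after raffinose pregrowth to mid-log, were incubated with compound for 24 hr at 30 deg C.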
MmCpn inh = M. maripaludis TRiC chaperonin inhibition | purified Mm-Cpn ATPase, ADP Transcreener TR-FRET | 330,000 compounds, 0.031% hits | Potency, µM (titrated, usually from 76.9 µM), inactives show at the top dose activity, negative = inhibition, most hits filed as inhibitors; also: potency is read from the fitted curve at half-maximal effect; % is scaled to controls: 0 for no effect and ±100 for the full control effect; nearly all actives have a fitted effect of over 80% in size
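ATPase read-out: TR-FRET ADP immunoassay (anti-ADP Eu cryptate vs ADP-d2), ex 320 nm, em 590/665 nm; signal drops as ADP forms. Enzyme 25 nM, ATP 10 uM, 30 min at 37°C after 10 min compound preincubation.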
Akt phos inh = blocks phosphorylation of Akt | Neuro2A IGF-stimulated pAkt S473 HTRF, 20 min; active compounds read low | activity change, % for hits at 50 µM | 360,000 compounds, 0.32% hits | AID 651550; in the data active = activity change below about -80%; inconclusive = mostly about -51% to -80%; also: % is scaled to controls: 0 for no effect and ±100 for the full control effect
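Single-point screen (50 µM final compound) in Neuro2A cells stimulated 20 min with 6 nM IGF at 37 deg C. After lysis, Ser473-phosphorylated Akt read by HTRF (ex 330 nm, em 615/665 nm) as the 665/615 ratio.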
aSyn yeast inh = inhibitors of alpha-synuclein toxicity in yeast | Yeast expressing alpha-synuclein, growth rescue, BacTiter-Glo, 24 h | Potency, µM (highest dose often 46.1 µM), for the others: at the highest dose growth rescue (activation), usual class: activators | 370,000 compounds, 0.14% hits | AID 652106; also: potency is read from the fitted curve at half-maximal effect; % of control where 0% means no effect; nearly all actives have a fitted effect of over 65% in size
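Galactose-induced alpha-syn yeast (OD600=0.02, raffinose-pregrown) + pinned cpd, 24 hr, 30 deg C; growth by BacTiter-Glo luminescence. Growth restoration scores as activation.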
PTHR1 agonist = activates the human parathyroid hormone receptor PTHR1; Q03431; HEK293 GP2 PTHR1 cells, GloSensor cAMP luminescence, 1 h; Potency, µM (titrated, usually from 115 µM), without a hit: at the top dose activation, usual class: activators; 410,000 compounds, 0.075% hits; also: potency is read from the fitted curve at half-maximal effect; nearly all actives have a fitted effect of over 55% in size; some results filed as inactive show a strong effect at the top dose; inactives centre near -15; many of its hits are not listed in these tables
Target sequence (Q03431 whole entry, looked up): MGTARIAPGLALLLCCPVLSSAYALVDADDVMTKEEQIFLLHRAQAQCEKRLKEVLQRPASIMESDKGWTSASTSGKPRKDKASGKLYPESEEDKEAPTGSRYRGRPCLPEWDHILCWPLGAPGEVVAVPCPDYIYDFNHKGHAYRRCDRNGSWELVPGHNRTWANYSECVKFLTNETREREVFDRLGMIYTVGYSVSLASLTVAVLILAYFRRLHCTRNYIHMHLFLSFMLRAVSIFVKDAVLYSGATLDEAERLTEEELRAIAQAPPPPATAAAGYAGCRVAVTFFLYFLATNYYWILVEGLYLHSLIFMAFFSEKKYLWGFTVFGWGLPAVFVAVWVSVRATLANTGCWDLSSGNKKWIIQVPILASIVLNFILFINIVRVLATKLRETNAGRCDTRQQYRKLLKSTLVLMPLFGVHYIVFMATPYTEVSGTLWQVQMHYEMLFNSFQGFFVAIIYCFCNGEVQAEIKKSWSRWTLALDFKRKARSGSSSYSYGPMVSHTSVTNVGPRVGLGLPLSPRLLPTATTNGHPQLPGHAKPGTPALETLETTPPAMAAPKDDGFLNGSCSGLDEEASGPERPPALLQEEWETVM
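HEK-293-derived GP2 cells expressing PTHR1 and a GloSensor cAMP reporter, 3,000/well, plated overnight, given luciferin plus IBMX (each 0.5 mM as added) for 1 h at 37 °C, then compound for 1 h at 37 °C. Luminescence was read after 15 min at room temperature.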
HEK293 tox = cytotoxicity counter-screen for GLP-1 receptor inverse agonists. HEK293 cAMP-luciferase reporter cells, luminescence, 24 h. Potency, µM (series often up to 38.3 µM), for the others: at the top dose activity change, negative = inhibition, actives largely listed as inhibitors. 410,000 compounds, 0.13% hits;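 also: loss of luciferase light is scored as toxicity; potency is read from the fitted curve at half-maximal effect; % is scaled to controls: 0 for no effect and ±100 for the full control effect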
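Quantitative HTS format, 1536 wells, 200 cells/uL seeded. Compounds: 23 nL, 24 h, 37 °C. Detection: luciferase reagent, luminescence at 12 min RT; decreased signal taken as cytotoxic.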
GLP-1R inv ag = GLP-1 receptor (human) inverse agonism; HEK293 GLP-1R CRE-luciferase, luminescence, 24 h; GLP-1R form is constitutively active; Potency, µM (doses to about 38.3 µM), without a hit: at the highest dose activity change, negative = inhibition, usual class: inhibitors; 410,000 compounds, 1.6% hits; also: potency is read from the fitted curve at half-maximal effect; % is scaled to controls: 0 for no effect and ±100 for the full control effect; nearly all actives have a fitted effect of over 55% in size
Target sequence (P43220 whole entry, looked up): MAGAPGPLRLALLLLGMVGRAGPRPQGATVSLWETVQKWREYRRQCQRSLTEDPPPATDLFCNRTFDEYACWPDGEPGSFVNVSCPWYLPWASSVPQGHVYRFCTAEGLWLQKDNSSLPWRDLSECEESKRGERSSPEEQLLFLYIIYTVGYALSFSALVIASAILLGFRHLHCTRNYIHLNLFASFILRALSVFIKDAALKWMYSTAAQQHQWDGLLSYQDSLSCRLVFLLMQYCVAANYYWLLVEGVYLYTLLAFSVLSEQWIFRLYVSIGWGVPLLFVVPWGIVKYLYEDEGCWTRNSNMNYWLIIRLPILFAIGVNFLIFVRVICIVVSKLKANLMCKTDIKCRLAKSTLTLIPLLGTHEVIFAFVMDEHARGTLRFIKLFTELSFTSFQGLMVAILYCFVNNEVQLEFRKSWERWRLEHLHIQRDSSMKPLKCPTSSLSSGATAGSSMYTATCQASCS
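Cells are plated, allowed 12 hours at 37 deg C, then treated with compounds for 24 hr before luciferase detection reagent is added and luminescence is read after 12 min at room temperature. The HEK293 line carries constitutively active GLP-1R with a cAMP-responsive reporter.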
Abeta yeast res = restores growth of yeast expressing A-beta42 peptide. yeast expressing A-beta42, growth rescue, OD600, 48 h; response scale: 0% DMSO, 100% iron-clioquinol control. Potency, µM (highest dose often 46.1 µM), for the others: at the highest dose growth rescue, usual class: activators. 410,000 compounds, 0.063% hits; also: potency is read from the fitted curve at half-maximal effect; nearly all actives have a fitted effect of over 55% in size
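Yeast growth medium received pinned compounds, then yeast cells expressing toxic A-beta were added; plates incubated at 30 C for 48 hr. Growth read as absorbance at 600 nm, normalized to DMSO and equimolar FeCl3 plus clioquinol controls.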
FUS suppressor = FUS proteinopathy suppression in yeast | S. cerevisiae FUS-expressing, growth rescue, OD600, 24 h | Potency, µM (series often up to 76.6 µM), for the others: at the highest dose growth rescue (activation), most hits filed as activators | 390,000 compounds, 0.24% hits | AID 1347120;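 also: potency is read from the fitted curve at half-maximal effect; plate controls were DMSO vehicle for no effect and reference control for full effect; nearly all actives have a fitted effect of over 55% in size; some results filed as inactive show a strong effect at the top dose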
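Read-out: OD at 600 nm after 24hr at 30C, reporting rescue of FUS-induced yeast toxicity. Cells at OD 0.005 in galactose (2%) minimal medium; compounds tested in a dilution series; CP55940 titration from 92uM final as control.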
An asterisk follows results filed as active; i = inactive; ? = inconclusive; . = not tested or not shown; & = joins results of further samples; [ ] = another dose, or the depositor's remark. Unless noted, calls follow the shape of the dose curve; as a rule, active = well fitted curve in the direction sought with a large enough effect; inconclusive = small, poorly fitted or top-dose-only effect, or another doubt; inactive = no such curve, though single readings can be large; an effect the other way counts as inactive or inconclusive. A portion of the library, so the mix of outcomes need not match the whole.

SMILES	TDP43 rescue	MmCpn inh	Akt phos inh	aSyn yeast inh	PTHR1 agonist	HEK293 tox	GLP-1R inv ag	Abeta yeast res	FUS suppressor
Cc1cccc(OCc2nc3c4c(ncn3n2)-c2ccccc2CC42CCCC2)c1	1%	0%	i	8%	-8%	-1%	11%	6%	.
O=C(NCCC1=CCCCC1)C1CCN(c2nc3ccccc3o2)CC1	0%	0%	i	2%	-47%[inhibitor]	6%	0%	11%	18%
O=C(NCc1cccnc1)c1ccccc1CCc1ccccc1	5%	2%	i	-7%	-62%[inhibitor]	8%	7%	.	?
C/C(=N\NC(=O)Cc1ccc(F)cc1)c1ccc(F)cc1	-13%	5%	i	8%	-37%	-4%	4%	-14%	.
O=C(NCc1ccncc1)C1CCCN(S(=O)(=O)c2ccc(Br)cc2)C1 (stereo not given)	-23%	?	i	-2%	-7%	0%	?	2%	17%
Cc1cc(NC(=O)CSc2nnc(-c3ccco3)n2Cc2ccco2)no1	-19%	0%	i	2%	i	-11%	1%	6%	10%
CCCN(CCC)S(=O)(=O)c1ccc(C(=O)NCc2ccc3c(c2)OCO3)cc1	12%	?	i	3%	-3%	-16%	-15%	1%	-25%
CCOC1(OCC)C(c2ccc(N)cc2)C(C#N)(C#N)C1(OCC)OCC (stereo not given)	15%	2%	i	8%	-5%	-41%	-9%	17%	5%
O=C(/C=C/c1ccc(F)cc1)c1cc(Br)ccc1O	11%	-3%	i	-14%	-15%	-8%	?	-8%	7%
Clc1ccc(OCCn2cnc3ccccc32)c(Cl)c1	16%	1%	i	-1%	-6%[57.5 µM]	1%	7%	?	22%
CC(=O)NC(c1ccc([N+](=O)[O-])cc1)c1c(O)ccc2ccccc12 (stereo not given)	-24%[0.397 µM]	2%	i	0%	-12%	-3%	?	2%	21%
C[n+]1c(-c2ccccc2)sc([S-])c1-c1ccccc1	8%	.	i	-1%	-18%	9%	1%	10%	38%
COc1cc2[nH]c(=O)c(C(=O)NCc3ccccc3Cl)c(O)c2cc1OC	17%	4%	i	2%	i	5%	23%	-2%	-13%
Cc1cc2oc(=O)c(CC(=O)NCCc3ccccc3F)c(C)c2c2occ(C(C)(C)C)c12	-2%	.	.	.	-23%	-3%	?	-2%	?
O=C(c1cc(-c2ccccc2)nc2ccccc12)N1CCCc2ccccc21	?	0%	i	-14%	i	0%[1.53 µM]	?	9%	30%
O=C(N1CCCCCC1)n1c(Cc2ccccc2)nc2ccccc21	?	-1%	i	9%	-5%[57.5 µM]	-18%	?	14%	7%
C=CCN(c1ccccc1Cl)S(=O)(=O)c1cccc(C(=O)NCCc2ccc(OC)cc2)c1	8%	-5%	i	7%	i	-4%	4.5µM*	13%	.
Cc1ccc(NC(=O)Nc2ccc3c(c2)OCO3)c(Br)c1	4%	-3%	i	0%	i	-8%	15%	0%	-18%
O=C1CCCN1CN1CCCCC1	-25%	1%	i	-3%	-12%	3%	1%	-14%	-12%
COc1ccccc1N1CCN(C(=O)Cn2c(=O)nc(-c3ccccc3)c3ccccc32)CC1	19%	.	.	.	-38%[inhibitor]	-13%	?	-2%	7%
Clc1ccccc1-c1nnc2sc(-c3ccncc3)nn12	17%	-3%	i	3%	-36%[inhibitor]	-2%	1%	7%	7%
CC1=C(C(=O)N(C(C)C)C(C)C)CC(CC(=O)NC(c2ccccc2)c2ccccc2)C(=O)N1CCCN1CCCC1=O (stereo not given)	6%	.	i	1%	-17%	1%	21%	-12%	20%
Cc1ccc(SCC(=O)Nc2cccc(-c3nc4cc(Cl)ccc4o3)c2C)cc1	0%	.	.	.	-13%	5%	28%	-2%	-12%
Cn1ccnc1C(OC(=O)c1ccc(Cl)cc1)C(F)(F)F (stereo not given)	6%	3%	i	4%	-5%	15%	1%	-7%	-2%
C=CCOc1c(Br)cc(C2C3=C(CCCC3=O)N(C)C3=C2C(=O)CCC3)cc1OCC	0%	-3%	i	6%	-1%	156%[activator]	14%	-8%	37%
COc1ccc(C(CNC(=O)c2ccc(N3CCCC3=O)cc2)N2CCCC2)cc1 (stereo not given)	26%	2%	i	-3%	i	-10%	0%	0%	.
Cc1ccc(C(=O)c2oc3ccccc3c2NC(=O)c2cc(=O)c3ccccc3o2)cc1	0%	.	.	.	i	18%	17%	-3%	-1%
Cc1ccc2nc(CSc3nnc(-c4ccco4)o3)cc(=O)n2c1	17%	-10%	i	-8%	-2%	0%	42%[activator]	-22%	42%
COc1cc(-c2noc(C)c2C(=O)NCCc2cccs2)cc(OC)c1OC	-2%	3%	i	-1%	i	-7%	3%	1%	3%
COc1ccc2c(c1OC)C(=O)OC2Nc1nc(-c2ccccc2)cs1 (stereo not given)	-7%	-2%	i	-1%	-54%[inhibitor][57.5 µM]	?	?	-10%	10%
CCCc1[nH]nc2c1C(c1ccc(O)c(OC)c1)C(C#N)=C(N)O2 (stereo not given)	-18%	-1%	.	-2%	-13%[57.5 µM]	?	-16%	-15%	20%
Cc1cccc(N(CC(=O)Nc2cccnc2)S(C)(=O)=O)c1	-9%	-6%	i	1%	i	1%	10%	-7%	-22%
COc1ccc(C2CC(c3c(Cl)cccc3Cl)n3nc(N)nc3N2)cc1 (stereo not given)	13%	-5%	i	-2%	-15%	2%	17%	10%	5%
Cc1cccc(NC(=O)CSc2nnc(-c3n[nH]c4ccccc34)o2)c1	-9%	2%	i	1%	-35%[inhibitor]	-7%	19%	1%	-15%
O=C(COC(=O)c1ccc(Cl)cc1)NC1CCCCCC1	6%	1%	i	-7%	-5%	-16%	4%	15%	.
O=C1NC[C@@H](CCCCN2C[C@H](Cc3ccc(O)cc3)N(Cc3ccccc3)C(=O)C2=O)N(CCC2CCCCC2)C1=O	5%	.	i	0%	3%	1%	5%	5%	39%
CCOC(=O)C1=C(c2ccccc2)NC(=O)NC1c1ccc(O)c(OCC)c1 (stereo not given)	-2%	1%	i	-5%	-9%	-13%	6%	1%	1%
O=S(=O)(c1cccc(NC(=S)NCc2ccco2)c1)N1CCOCC1	28%	1%	i	-1%	-6%	0%	-12%	10%	.
Nc1nc2n(n1)C(c1ccc(Cl)cc1)CC(c1ccc(F)cc1)N2 (stereo not given)	13%	1%	i	-2%	-24%	0%	6%	1%	2%
COc1ccccc1-c1cc(C(=O)Nc2cc(C)nn2-c2ccccc2)no1	-14%	1%	i	7%	-3%[57.5 µM]	-24%	-3%	17%	14%
COc1ccccc1N1CCN(C(=O)C(NS(=O)(=O)c2cccs2)c2ccccc2)CC1 (stereo not given)	-10%	-1%	i	8%	i	-6%	0%	23%	?
COC(=O)C1CN(C(=O)COc2cccc(C)c2C)c2ccccc2O1 (stereo not given)	17%	-1%	i	15%	-10%	-9%	-11%	6%	5%
CCOc1ccc(NC(=O)CSc2nc(=O)n(Cc3cccnc3)c3c2CCC3)cc1	13%	-3%	i	-1%	-21%	9%	42%[activator]	5%	15%
CCC(C)NC(=O)CSC1=Nc2ccccc2C2=NC(CCC(=O)NCc3ccco3)C(=O)N12 (stereo not given)	-14%	2%	i	-2%	-13%[57.5 µM]	-5%	0%	4%	8%
Cc1cc(OCC(=O)N2CCC(C(=O)O)CC2)c2c(C)cc(=O)oc2c1	3%	-1%	i	-1%	9%	2%	9%	-4%	-3%
COc1cccc(C(=O)NCC2CCCN2S(=O)(=O)c2ccccc2)c1 (stereo not given)	-10%	-7%	i	0%	i	-2%	32%[activator]	0%	6%
Cc1ccc(CS(=O)(=O)Cc2ccc(C(=O)NCCc3ccc(Cl)cc3)o2)cc1	-14%	.	.	.	i	0%	7%	-20%	-12%
Cc1cccc(-c2nsc(SCC(=O)Nc3nccs3)n2)c1	20%	2%	?	-2%	i	-9%	9%	-2%	27%
CC1CCN(C(=O)CNS(=O)(=O)c2ccc(Br)s2)CC1	-30%	1%	.	2%	-6%[57.5 µM]	7%	5%	-27%	29%
COC(=O)CNc1c(-c2ccccc2)nc2ccc(Br)cn12	-2%	0%	?	-19%&0%	-22%	-10%	?	-17%	4%
CC(OC(=O)CN1C(=O)c2ccccc2C1=O)C(=O)c1ccccc1 (stereo not given)	20%	1%	i	2%	i	-20%	-2%	7%	-10%
O=C1CS/C(=N/N=C/c2ccccc2)N1Cc1ccco1	-2%	0%	i	21%	-9%	16%	?	-6%	-8%
Cc1cccc(C)c1Nc1c(-c2ccccn2)nc2ccccn12	14%	2%	i	1%	-43%[inhibitor]	?	?	15%	-2%

Random excerpt: 3 records from the list, in no set order.
SMILES	TDP43 rescue	MmCpn inh	Akt phos inh	aSyn yeast inh	PTHR1 agonist	HEK293 tox	GLP-1R inv ag	Abeta yeast res	FUS suppressor
CCC(C)NC(=O)CSC1=Nc2ccccc2C2=NC(CCC(=O)NCc3ccco3)C(=O)N12 (stereo not given)	-14%	2%	i	-2%	-13%[57.5 µM]	-5%	0%	4%	8%
CC(OC(=O)CN1C(=O)c2ccccc2C1=O)C(=O)c1ccccc1 (stereo not given)	20%	1%	i	2%	i	-20%	-2%	7%	-10%
COc1ccccc1N1CCN(C(=O)C(NS(=O)(=O)c2cccs2)c2ccccc2)CC1 (stereo not given)	-10%	-1%	i	8%	i	-6%	0%	23%	?
